# Screening data (PubChem BioAssay)
# GoLoco inh red: inhibitors of human Gai1-RGS12 GoLoco interaction (red fluorophore). AID 880. 0.44% of 230,000 active. Gai1:RGS12 GoLoco peptide FP, rhodamine, 10 min. Potency, µM (series often up to 61.6 µM), inactives show at the top dose activity, negative = inhibition, actives largely listed as inhibitors. P63096; active = well fitted inhibition curve with a large enough effect, not every such curve was filed as active; inactive = no such curve, though single readings can be large or run the other way; note: nearly all actives have a fitted effect of over 30% in size; many of its hits are not listed in these tables
# Target sequence (P63096 whole entry, looked up): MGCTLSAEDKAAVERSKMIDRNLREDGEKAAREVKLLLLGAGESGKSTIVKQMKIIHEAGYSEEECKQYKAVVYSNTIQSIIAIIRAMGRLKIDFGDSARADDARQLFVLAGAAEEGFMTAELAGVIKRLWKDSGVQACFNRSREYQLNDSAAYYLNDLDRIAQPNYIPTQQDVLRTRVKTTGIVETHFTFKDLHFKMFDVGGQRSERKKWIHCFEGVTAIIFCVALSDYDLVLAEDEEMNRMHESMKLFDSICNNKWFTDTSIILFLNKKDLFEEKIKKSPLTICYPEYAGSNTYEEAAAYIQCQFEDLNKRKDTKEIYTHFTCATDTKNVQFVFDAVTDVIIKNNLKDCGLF
# GAA glycogen: alters human alpha-glucosidase cleavage of glycogen | Potency, µM (series often up to 76.4 µM), without a hit: top-dose activity change, negative = inhibition, actives largely listed as inhibitors | 0.38% of 300,000 active | P10253 | recombinant GAA, glycogen substrate, Amplex Red glucose oxidase fluorescence | AID 2100; active = well fitted inhibition curve with a large enough effect;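 note: 0% = full enzyme reaction and -100% = no-enzyme basal signal; the screen sought inhibitors and activators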
#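 Natural-substrate format: glycogen cleavage by 4 nM human enzyme, glucose read by Amplex Red coupling (Ex 573, Em 610 nm). Normalized to enzyme and no-enzyme controls.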
# * marks the source's active call; other numbers are inactive results; nt = no result given; & = joins results of further samples; [ ] = remark or other dose. Unless noted, % is set by controls: 0 for no effect and ±100 for the full control effect; potency is the fitted concentration of half-maximal effect. Some of the compounds tested. The share of hits here may be higher or lower than overall.
SMILES,GoLoco inh red,GAA glycogen
Cc1ccc(S(=O)(=O)O[C@H]2CN3CCC2CC3)cc1,-1%[14.2 µM],nt
COc1ccc(C[C@@H]2C(=O)N[C@H](C)C(=O)N(C)[C@@H]3C(=O)N(C)[C@@H](Cc4ccc(O)c(c4)Oc4ccc(cc4)[C@H]3O)C(=O)N[C@@H](C)C(=O)N[C@H](C)C(=O)N2C)cc1,3%[14.2 µM],nt
C[C@H](Br)C(=O)N[C@H](CO)C(=O)O,5%[14.2 µM],nt
O.O.[NH-]C1(C(=O)O)CCCC1.[NH-]C1(C(=O)O)CCCC1.[Ni+2],-3%[14.2 µM],nt
N#CS.N=C=S.N=C=S.[Cu].[NH2-].[NH2-].[NH2-].[NH2-].c1ccc2ncccc2c1,-15%[14.2 µM],nt
CN(C)CCC(C#N)(c1ccccc1)c1ccccc1,1%[14.2 µM],nt
Nc1ccc(S(=O)(=O)c2ccc(NCN3C(=O)NC(=O)C(=O)C3=O)cc2)cc1,8%[14.2 µM],nt
NCCc1c[nH]c2ccc(OC(=O)C(=O)O)cc12,9%[14.2 µM],nt
C[C@]12CN(CC[N+](C)(C)C)C[C@]1(C)[C@@H]1CC[C@@H]2O1,-3%[14.2 µM],nt
O=C(O)C[C@H]1OCC=C2CN3CC[C@]45c6ccccc6N[C@@H]4[C@H]1[C@H]2C[C@H]35,0%[14.2 µM],nt
O=C(O)c1cccc([As]=[As]c2cccc(C(=O)O)c2)c1 (configuration not stated),3%[14.2 µM],nt
COc1cc(CCN)c(OC)c(OC)c1,3%[14.2 µM],nt

# Part of the list above, with each value named.
> COc1ccc(C[C@@H]2C(=O)N[C@H](C)C(=O)N(C)[C@@H]3C(=O)N(C)[C@@H](Cc4ccc(O)c(c4)Oc4ccc(cc4)[C@H]3O)C(=O)N[C@@H](C)C(=O)N[C@H](C)C(=O)N2C)cc1
- GoLoco inh red = 3%[14.2 µM]
- GAA glycogen = nt

> C[C@H](Br)C(=O)N[C@H](CO)C(=O)O
- GoLoco inh red = 5%[14.2 µM]
- GAA glycogen = nt

> O.O.[NH-]C1(C(=O)O)CCCC1.[NH-]C1(C(=O)O)CCCC1.[Ni+2]
- GoLoco inh red = -3%[14.2 µM]
- GAA glycogen = nt

# Other entries
SMILES,GoLoco inh red,GAA glycogen
CCOC(=O)[C@@H]1[C@@H]2c3ccccc3-c3ccccc3[C@H]2C[C@H]1O,0%[14.2 µM],nt
Nc1nc(N)c(N=Nc2ccc([As](=O)(O)O)c(O)c2)c(N)n1,0%[14.2 µM],nt
Oc1ccc([C@H](O)C2CCCCN2)cc1O (some centres not stated),5%[14.2 µM],nt
N[C@@H](CSC1c2ccccc2-c2ccccc21)C(=O)O,5%[14.2 µM],nt
N[C@H](Cc1ccc2oc3cc(=O)c4ccccc4c-3nc2c1)C(=O)O,3.5µM*,nt
O=[As](O)(O)c1ccc(Cc2ccc([As](=O)(O)O)cc2)cc1,1%[14.2 µM],nt
COc1cc2c(cc1O)C[C@@H]1c3c(cc(O)c(OC)c3-2)CCN1C,0%[14.2 µM],nt
O=C(C[C@H](c1ccccc1)c1c(O)c2ccccc2oc1=O)c1ccccc1,-2%[14.2 µM],nt
O=C(O)[C@H]1[O][Sb][O][C@@H](C(=O)O)C1O (some centres not stated),4%[14.2 µM],nt
O=c1[nH]cnc2[nH]cc(CN3CCCCC3)c12,3%[14.2 µM],nt
Cc1ccc(NC(=[OH+])c2cc3ccccc3cc2O)c(C)c1.Cc1ccc(NC(=[OH+])c2cc3ccccc3cc2O)c(C)c1.[Ni],1%[14.2 µM],nt
O=C(O)c1cc(N=Nc2ccc([As](=O)(O)O)cc2)ccc1O,4%[14.2 µM],nt

# Random excerpt: two compounds from above, in no set order.
SMILES,GoLoco inh red,GAA glycogen
COc1cc2c(cc1O)C[C@@H]1c3c(cc(O)c(OC)c3-2)CCN1C,0%[14.2 µM],nt
CCOC(=O)[C@@H]1[C@@H]2c3ccccc3-c3ccccc3[C@H]2C[C@H]1O,0%[14.2 µM],nt

# Remaining list, next part:
SMILES,GoLoco inh red,GAA glycogen
O=C(N1CCOCC1)C1(c2ccccc2)CCNCC1,-2%[14.2 µM],nt
COC(=O)[C@@H]1c2cc3c(c(O)c2[C@@H](O)C[C@]1(C)O)C(=O)c1c(O)cc2c(c1C3=O)O[C@H]1O[C@@]2(C)[C@@H](O)[C@H](N(C)C)[C@H]1O,33%[activator][14.2 µM],nt
CN(C)CCCc1c[nH]c2ccccc12,0%[14.2 µM],nt
C[C@H](CN(C)C)C(C#N)(c1ccccc1)c1ccccc1,-1%[14.2 µM],nt
O=C(O)C[SH+]CC(=O)O.O=C(O)C[SH+]CC(=O)O.[Cu],2%[14.2 µM],nt
N=C(N)n1cc(/C=N\N=C(N)N)cn1,2%[14.2 µM],nt
Nc1c(C(=O)Nc2ccc([As](=O)(O)O)cc2)cnc2nnnn12,4%[14.2 µM],nt
CN(CCC(=O)O)C1=Nc2ccc(Cl)cc2C(c2ccccc2)=[N+]([O-])C1,4%[14.2 µM],nt
Oc1c(Cl)c(Cl)c(Cl)c(Cl)c1Cl (tested in a mixture with another compound),5%&-1%&0%&3%[14.2 µM],nt
O[C@H](CN1CC1)[C@@H](O)CN1CC1,1%[14.2 µM],nt
Cc1ncc([N+](=O)[O-])n1CCN=[N+]=[N-],-6%[14.2 µM],nt
N=C(N)SCc1ccc(Cl)c2ccccc12 (tested in a mixture with another compound),6%&5%[14.2 µM],nt
CC[C@]1(OC(=O)CN)C(=O)OCc2c1cc1n(c2=O)Cc2cc3ccccc3nc2-1,13%[14.2 µM],nt
O=C(O)[C@H](Cc1cnc[nH]1)N1C(=O)c2ccccc2C1=O,4%[14.2 µM],nt
O=C(Nc1ccc([As](=O)(O)O)cc1)Nc1cccc(Cl)c1Cl,2%[14.2 µM],nt
N#CCCCC[N+]12CN3CN(CN(C3)C1)C2,7%[14.2 µM],nt
CO[C@H]1[C@H](O)[C@H](O[C@@H]2[C@H](Oc3cccc4c(O)c5c(=O)oc6ccc(C)c7c(=O)oc(c34)c5c67)O[C@@H](C)[C@H](O)[C@H]2O)O[C@@H](C)[C@@H]1O,1%[14.2 µM],nt
CCOc1cc2c(cc1OCC)-n1cccc1C(c1ccccc1O)NC2 (configuration not stated),nt,-8%
CC/C(=N\NC(=O)c1ccccc1)c1c(O)n(C2CCCCC2)c(=O)[nH]c1=O,nt,-11%[76.3 µM]
O=C(CCC(=O)N1C[C@H]2C[C@@H](C1)c1cccc(=O)n1C2)NCc1ccccc1,nt,12%[76.3 µM]
CCOC(=O)C1CCN(C(C)C(=O)c2c[nH]c3ccccc23)CC1 (configuration not stated),nt,-2%
COC(=O)N(c1ccccc1)P(=O)(Oc1ccccc1)Oc1ccccc1,nt,0%
O=C1CC(=O)N(c2cccc(Br)c2)C(=O)N1,nt,5%
O=C(COc1ccccc1)NCCc1cnc[nH]1,nt,0%

# Profiles as entered above. Screens in order: GoLoco inh red	GAA glycogen
# Shown for N#CCCCC[N+]12CN3CN(CN(C3)C1)C2 = 7%[14.2 µM]	nt
# Shown for C[C@]12CN(CC[N+](C)(C)C)C[C@]1(C)[C@@H]1CC[C@@H]2O1 = -3%[14.2 µM]	nt
# Shown for Cc1ccc(NC(=[OH+])c2cc3ccccc3cc2O)c(C)c1.Cc1ccc(NC(=[OH+])c2cc3ccccc3cc2O)c(C)c1.[Ni] = 1%[14.2 µM]	nt
# Shown for COC(=O)[C@@H]1c2cc3c(c(O)c2[C@@H](O)C[C@]1(C)O)C(=O)c1c(O)cc2c(c1C3=O)O[C@H]1O[C@@]2(C)[C@@H](O)[C@H](N(C)C)[C@H]1O = 33%[activator][14.2 µM]	nt
# Shown for O=c1[nH]cnc2[nH]cc(CN3CCCCC3)c12 = 3%[14.2 µM]	nt

# An excerpt from above in order of count of non-hydrogen atoms, rising:
SMILES,GoLoco inh red,GAA glycogen
N=C(N)SCc1ccc(Cl)c2ccccc12 (tested in a mixture with another compound),6%&5%[14.2 µM],nt
O=C(O)c1cccc([As]=[As]c2cccc(C(=O)O)c2)c1 (configuration not stated),3%[14.2 µM],nt
C[C@H](CN(C)C)C(C#N)(c1ccccc1)c1ccccc1,-1%[14.2 µM],nt

# (next part)
SMILES,GoLoco inh red,GAA glycogen
O=C(c1cc2cc(Cl)ccc2[nH]1)N1CCC2(CC1)OCCO2,nt,0%[76.3 µM]
Cc1ccc(-n2c(C)nc3cc(Cl)ccc3c2=O)nc1,nt,4%
O=C(O)c1ccc(/C=C/c2nc3ccccc3c(=O)n2-c2ccc(Br)cc2)cc1,nt,-8%
CCOc1cc2c(cc1OCC)-n1cccc1C(c1cccc(F)c1)NC2 (configuration not stated),nt,1%
COc1cc(C)c(CNCCc2c[nH]c3ccccc23)cc1C,nt,0%
CC(C)OCC(O)CN1CC2C[C@@H](C1)Cn1c2cccc1=O (some centres not stated),nt,1%
COC(=O)Cn1cc(/C=C2\C(=O)NC(=O)N(c3ccc(OC)cc3)C2=O)c2ccccc21,nt,-4%
CCN1CCN(Cc2nc3ccc([N+](=O)[O-])cc3c(=O)n2-c2ccccc2F)CC1,nt,-5%
COc1cccc(-n2c(CN3CCOCC3)nc3ccc([N+](=O)[O-])cc3c2=O)c1,nt,0%
COc1ccc(CNCCc2c(C)[nH]c3ccc(OC(F)(F)F)cc23)c(OC)c1,nt,8%
O=C(C[N+]12CCC(CC1)C(CO)C2)c1ccc(Br)cc1 (configuration not stated),nt,8%
C[C@H]1O[C@@H](OC2CC[C@]3(C=O)[C@H]4CC[C@]5(C)[C@@H](C6=CC(=O)OC6)CC[C@]5(O)[C@@H]4CC[C@]3(O)C2)CC2OC(C)(C)OC21 (some centres not stated),nt,2%
O=c1[nH]c(=S)n(-c2cccc(Cl)c2)c(O)c1C=NCCN1CCNCC1,nt,-16%
COc1ccc(CC(=O)N2C[C@H]3C[C@@H](C2)c2cccc(=O)n2C3)cc1,nt,-1%[76.3 µM]
O=C1CC(=O)N(c2cccc(C(F)(F)F)c2)C(=O)N1,nt,-1%
Nc1c2c(nc3ccccc13)CCN(Cc1ccccc1)C2,nt,1%
Cc1cccc(NC(=O)N2C[C@H]3C[C@@H](C2)c2cccc(=O)n2C3)c1,nt,-7%[76.3 µM]
Cc1c(-c2cccc(Cl)c2)nc2ccccc2c1C(=O)N1CCC2(CC1)OCCO2,nt,10%[76.3 µM]
O=C(NCc1ccccc1)c1cccn(Cc2cccc(Cl)c2)c1=O,nt,8%
CCN1CCC(NCC2CCCCC2)CC1,nt,-2%[76.3 µM]
CC(=O)c1ccc(NC2=NCCCS2)cc1,nt,3%
O=C(c1cc2cc(Br)ccc2[nH]1)N1CCC2(CC1)OCCO2,nt,7%[76.3 µM]
O=C1NC(=S)NC(=O)C1=Cc1ccc(OCC(=O)N2CCCC2)cc1,nt,4%[76.3 µM]
COc1ccc(N2C(=O)/C(=C/c3ccc(N(C)C)o3)C(=O)NC2=S)cc1,nt,5%
CCN1C[C@]2(OC(=O)c3ccccc3NC(C)=O)CCC(OC)C34C5C[C@H]6C(OC)[C@]5(O)[C@](O)(C[C@@H]6OC)C(C[C@@H]32)[C@H]14 (some centres not stated),nt,1%
N/C(=N\[N+](=O)[O-])N1CCN(C(=O)OC2CCCC2)CC1,nt,6%
CCc1cc(=O)oc2cc(OCC(=O)N3C[C@H]4C[C@@H](C3)c3cccc(=O)n3C4)c(Cl)cc12,nt,-3%[76.3 µM]
COc1ccccc1/C=C1\C(=O)NC(=S)N(c2ccccc2)C1=O,nt,-19%
CC/C(=N\NC(=O)c1ccccc1Cl)c1c(O)n(C2CCCCC2)c(=O)[nH]c1=O,nt,-2%[76.3 µM]
O=C(NC1CN2CCC1CC2)c1cccc(Cl)c1 (configuration not stated),nt,3%
O=[N+]([O-])c1cccc(NP(=O)(Oc2ccccc2)Oc2ccccc2)c1,nt,-12%
O=C(Cc1ccccc1)N1CCN(Cc2ccccc2Cl)CC1,nt,-2%
Clc1cccc(CNCCc2c[nH]c3ccccc23)c1,nt,-7%
COc1cc(OC)c(OC)cc1CN1CCN(C(=O)COc2ccc3ccccc3c2)CC1,nt,0%
CCOc1cc(CNCCc2cccc(F)c2)ccc1OC,nt,-12%
COc1cccc(CN2CCN(C(=O)Cc3ccccc3OC)CC2)c1,nt,-1%[76.3 µM]
O=C1NC(=O)N(c2ccccc2F)C(=O)/C1=C/c1cn(CC(=O)N2CCOCC2)c2ccccc12,nt,-1%
COCCNC(=O)CN1C(=O)C(C)N=C(c2ccccc2)c2cc(Cl)ccc21 (configuration not stated),nt,-4%
CCN1CCN(S(=O)(=O)c2ccc(Cl)c(C(=O)Nc3ccc(C(=O)N(CC)CC)cc3)c2)CC1,nt,-2%[76.3 µM]
O=C1NC(=O)C(=Cc2cccc(OCCOc3ccccc3)c2)C(=O)N1,nt,-4%
CCCN(CC1CC1)CC(O)c1ccccc1 (configuration not stated),nt,9%
Cc1cc(C)cc(NC(=O)CCNC(=O)N2C[C@H]3C[C@@H](C2)c2cccc(=O)n2C3)c1,nt,-9%[76.3 µM]
Cc1ccc(CN2CCCN(Cc3ccc(Cl)cc3)S2(=O)=O)cc1,nt,-4%
COc1cccc(CC(=O)N2CCN(Cc3cccc(Cl)c3)CC2)c1,nt,4%
C/C(=N\NC(=O)c1ccccc1)c1c(O)n(C2CCCCC2)c(=O)[nH]c1=O,nt,-15%[76.3 µM]
